Compound activity: PubChem, The Scripps Research Institute Molecular Screening Center
DAX1 inh-1: DAX1 (NR0B1) inhibitors, primary screen, cell-based, HEK293, Gal4-DAX1, luciferase luminescence; Nuclear receptor subfamily 0 group B member 1 (Homo sapiens), P51843; HEK293 Gal4-DAX1 luciferase reporter; AID 504766, 2011; inhibition, % at 6.75 µM; 0.99% of 340,000 active;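 active means inhibition above the mean over all tested compounds plus 3 SD, cut at about 4.2% in these data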;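 further: 0% = DAX1-transfected cells with DMSO and 100% = empty-vector control cells with DMSO; inhibition shows as a rise in luminescence from relieved DAX1 repression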
hcDAF-12 act: H. contortus DAF-12 nuclear receptor activators, primary screen, cell-based, luminescence, HEK293, lit1-tk-luc reporter; activation, % at 6.8 µM; HEK293 hcDAF-12 lit1-tk-luc reporter; 0% DMSO, 100% Δ7-dafachronic acid; 1.4% of 370,000 active;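 active means activation above the mean of all tested compounds plus 3 SD, cut at about 5.5% in these data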;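 further: 100% = response to 3 µM Δ7-dafachronic acid high control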
hgDAF-12 ag: H. glycines DAF-12 receptor agonists, primary screen, cell-based, luminescence, HEK293, GAL4 fusion, UAS-luciferase | activation, % at 6.8 µM | AID 687014, 2013 | Nuclear hormone receptor DAF-12 (Heterodera glycines), GAL4 fusion | 1.8% of 370,000 active | HEK293 GAL4-hgDAF12 UAS-luciferase reporter, agonist luminescence; normalized to butyrate control;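 active means activation above a cutoff set at the mean of all screened compounds plus 3 SD, cut at about 10% in these data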;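 further: 0% = DMSO wells and 100% = sodium butyrate wells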
ADAM17 inh: ADAM17 inhibitors, primary screen, biochemical, QFRET. Disintegrin and metalloproteinase domain-containing protein 17 (Homo sapiens), P78536. recombinant ADAM17, EDANS/DABCYL FRET peptide cleavage. inhibition, % at 6.95 µM. 0.83% of 370,000 active. AID 720648, 2013;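 active means inhibition above the mean of compounds lying between control limits plus 3 SD, set per campaign, cut at about 8.5% in these data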;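 further: 0% = DMSO-only wells as the low control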
FXN GAA850 act: FXN promoter activators, primary screen, cell-based, luciferase luminescence, HEK293 lucGAA850. HEK293 lucGAA850 FXN promoter luciferase reporter, 24 h; percent of 10 µM SAHA response. AID 540364, 2011. 0.56% of 360,000 active. activation, % at 6 µM;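 active means activation above the average of all compounds screened plus 3 SD, cutoff fixed separately per campaign, cut at about 7.5% in these data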;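 further: 0% = DMSO wells and 100% = 10 µM SAHA wells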
ADAM10 inh: human ADAM10 inhibitors, primary screen, biochemical, QFRET, HTS; recombinant ADAM10, EDANS/DABCYL FRET peptide cleavage, 3 h; 0.62% of 370,000 active; AID 720582, 2013; inhibition, % at 7 µM;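 active means inhibition above a per-campaign cutoff equal to the mean of compounds falling between control-based bounds plus 3 SD, cut at about 20% in these data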;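 further: 0% = DMSO wells while the 100% control is not disclosed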
Target sequence (O14672 214-748 limits assumed): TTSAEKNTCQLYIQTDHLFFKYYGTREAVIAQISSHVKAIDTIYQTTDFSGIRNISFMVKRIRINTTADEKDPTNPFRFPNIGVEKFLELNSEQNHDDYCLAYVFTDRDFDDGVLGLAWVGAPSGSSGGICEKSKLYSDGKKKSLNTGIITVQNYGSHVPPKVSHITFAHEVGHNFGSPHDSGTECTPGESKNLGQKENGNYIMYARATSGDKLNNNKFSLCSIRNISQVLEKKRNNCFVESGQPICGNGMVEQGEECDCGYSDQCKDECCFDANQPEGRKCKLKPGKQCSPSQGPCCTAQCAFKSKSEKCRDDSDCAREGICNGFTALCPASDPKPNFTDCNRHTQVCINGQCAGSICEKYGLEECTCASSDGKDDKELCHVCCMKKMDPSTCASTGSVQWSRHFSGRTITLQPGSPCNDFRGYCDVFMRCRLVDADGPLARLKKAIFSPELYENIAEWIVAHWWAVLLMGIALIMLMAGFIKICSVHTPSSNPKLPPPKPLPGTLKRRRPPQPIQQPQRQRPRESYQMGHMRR
PLCb3 inh: human PLC-beta3 inhibitors, primary screen, biochemical, fluorescence; inhibition, % at 12.2 µM; AID 720704, 2013; 0.18% of 370,000 active; 1-phosphatidylinositol 4,5-bisphosphate phosphodiesterase beta-3 (Homo sapiens), Q01970; Purified PLC-beta3, fluorogenic substrate; in the data active means inhibition above about 11%;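 further: 0% = median of compound wells on plate and 100% = full blocker control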
DAX1 inh-2: DAX1 (NR0B1) inhibitors on StAR promoter, primary screen, cell-based, luminescence, SF-1 (NR5A1), full-length DAX-1 | HEK293T StAR-luciferase reporter, SF-1/DAX-1 repression relief | inhibition, % at 6.8 µM | 1.1% of 370,000 active | AID 652010, 2013;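 active means inhibition above the mean over all tested compounds plus 3 SD, cut at about 3.6% in these data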;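 further: 0% = DAX-1 cells with DMSO and 100% = cells lacking DAX-1 with DMSO; higher inhibition means more luminescence from relief of DAX-1 repression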
HGIII-sPLA2 inh: human group III sPLA2 inhibitors, primary screen, biochemical, QFRET, BODIPY PC-A2 liposome substrate; 0.56% of 370,000 active; inhibition, % at 12.2 µM; QFRET BODIPY PC-A2 liposome hydrolysis, fluorescence; Group 3 secretory phospholipase A2 (Homo sapiens), Q9NZ20;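 active means inhibition above mean plus 3 SD of compounds lying within the high and low control bounds, cut at about 19% in these data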;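 further: 0% = median of test compound wells and 100% = no enzyme DMSO wells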
Target sequence (Q9NZ20 whole entry, looked up): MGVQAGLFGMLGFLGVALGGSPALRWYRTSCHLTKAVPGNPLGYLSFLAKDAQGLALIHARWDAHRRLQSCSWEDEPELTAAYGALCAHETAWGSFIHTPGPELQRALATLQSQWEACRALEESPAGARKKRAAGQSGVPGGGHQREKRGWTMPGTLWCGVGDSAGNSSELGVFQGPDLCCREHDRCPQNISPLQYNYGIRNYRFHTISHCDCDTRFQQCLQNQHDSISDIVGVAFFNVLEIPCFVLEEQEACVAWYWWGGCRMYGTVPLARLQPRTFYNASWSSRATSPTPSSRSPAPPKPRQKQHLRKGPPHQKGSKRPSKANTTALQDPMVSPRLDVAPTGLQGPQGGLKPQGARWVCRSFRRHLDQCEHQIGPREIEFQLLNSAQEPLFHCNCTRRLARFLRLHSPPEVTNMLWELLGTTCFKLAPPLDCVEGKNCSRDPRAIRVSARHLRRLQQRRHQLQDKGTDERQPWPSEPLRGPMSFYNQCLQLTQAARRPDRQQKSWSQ
PLC-gamma1 inh: PLC-gamma1 enzyme inhibitors, primary screen, biochemical, fluorescence, purified enzyme. 0.84% of 370,000 active. inhibition, % at 12.2 µM. 1-phosphatidylinositol 4,5-bisphosphate phosphodiesterase gamma-1 (Homo sapiens), P19174. AID 720700, 2013. fluorogenic substrate; in the data active means inhibition above about 9.5%
ssDAF-12 act: S. stercoralis DAF-12 nuclear receptor activators, primary screen, cell-based, luminescence, HEK293, GRIP1 co-expression, lit1-tk-luc | Nuclear hormone receptor DAF-12 (Strongyloides stercoralis) | HEK293 ssDAF-12/GRIP1 lit1-tk-luc reporter; % of 3 µM dafachronic acid response | activation, % at 6.8 µM | 1% of 370,000 active;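 active means activation above the mean over all tested compounds plus 3 SD, cut at about 0.9% in these data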;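 further: 0% = DMSO-only wells and 100% = 3 µM delta7-dafachronic acid wells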
The depositor's hits bear a star. Outcome played no part in choosing rows; overall some 6.9% were active at least once.

For O=C(NCCc1ccccc1F)C1CCC(=O)N(Cc2ccc(Cl)cc2)C1 (centres undefined) the results were DAX1 inh-1 0.0, hcDAF-12 act -0.3, hgDAF-12 ag 0.6, ADAM17 inh 1.7, FXN GAA850 act 2.2, ADAM10 inh 4.5, PLCb3 inh 5.7, DAX1 inh-2 0.4, HGIII-sPLA2 inh -1.1, PLC-gamma1 inh 4.0 and ssDAF-12 act -0.5.
For CSc1ccc(CNC(=O)c2ccc(NC(=O)C3=CSCCO3)cc2)cc1 the results were DAX1 inh-1 0.7, hcDAF-12 act -1.9, hgDAF-12 ag -0.3, ADAM17 inh 0.2, FXN GAA850 act 1.9, ADAM10 inh 1.2, PLCb3 inh -2.2, DAX1 inh-2 0.2, HGIII-sPLA2 inh 1.4, PLC-gamma1 inh 1.1 and ssDAF-12 act -0.9.
Screening CCOC(=O)C1=CN(Cc2cccc(-c3cccnc3)c2)S(=O)(=O)N(CC)C1C (centres undefined) returned DAX1 inh-1 -0.5, hcDAF-12 act 0.8, hgDAF-12 ag 0.2, ADAM17 inh 1.3, FXN GAA850 act -1.5, ADAM10 inh -1.1, PLCb3 inh 6.2, DAX1 inh-2 -3.3, HGIII-sPLA2 inh -0.5, PLC-gamma1 inh -0.5 and ssDAF-12 act -0.9.
For Fc1ccccc1CNc1ncnc2sccc12 the results were DAX1 inh-1 -2.0, hcDAF-12 act -2.8, hgDAF-12 ag -4.7, ADAM17 inh -4.2, FXN GAA850 act 1.9, ADAM10 inh -0.5, PLCb3 inh -12.0, DAX1 inh-2 -0.9, HGIII-sPLA2 inh 1.4, PLC-gamma1 inh -6.0 and ssDAF-12 act -1.6.
`Cc1ccccc1N1CCN(Cc2c(C#N)c3ccccc3n2C)CC1` gave DAX1 inh-1 0.9, hcDAF-12 act -1.6, hgDAF-12 ag -2.6, ADAM17 inh -3.1, FXN GAA850 act -3.8, ADAM10 inh -2.4, PLCb3 inh -0.5, DAX1 inh-2 0.2, HGIII-sPLA2 inh 7.8, PLC-gamma1 inh 2.6 and ssDAF-12 act -0.7.
`CCOc1ccc(NC(=O)CN(C)C(=O)C(C)Oc2ccc(Cl)cc2)cc1OCC` (centres undefined) gave DAX1 inh-1 -1.6, hcDAF-12 act -2.0, hgDAF-12 ag -1.3, ADAM17 inh -0.9, FXN GAA850 act 0.6, ADAM10 inh -0.7, PLCb3 inh -3.8, DAX1 inh-2 -1.3, HGIII-sPLA2 inh -8.5, PLC-gamma1 inh 2.8 and ssDAF-12 act -0.6.
`Cc1ccccc1-c1cnc(C(O)c2ccc(F)cc2)[nH]1` (centres undefined) gave hcDAF-12 act 4.2, hgDAF-12 ag 7.7, ADAM17 inh -0.1, FXN GAA850 act 1.3, ADAM10 inh -8.0, PLCb3 inh 1.5, DAX1 inh-2 2.5, HGIII-sPLA2 inh 0.4, PLC-gamma1 inh -0.2 and ssDAF-12 act -1.0.
COC(=O)C1C(=O)NC(SC)=C(C#N)C1c1ccccc1F (centres undefined) was read as DAX1 inh-1 -0.6, hcDAF-12 act -1.2, hgDAF-12 ag -1.7, ADAM17 inh -1.4, FXN GAA850 act -0.2, ADAM10 inh -121.1, PLCb3 inh 2.7, DAX1 inh-2 -0.1, HGIII-sPLA2 inh -2.6, PLC-gamma1 inh 0.3 and ssDAF-12 act -1.4.
Cc1cccc(NC(=O)c2cc(S(=O)(=O)N3CCCC3)cn2C)c1 was read as DAX1 inh-1 0.7, hcDAF-12 act -1.4, hgDAF-12 ag -0.3, ADAM17 inh 0.4, FXN GAA850 act -0.6, ADAM10 inh -1.9, PLCb3 inh 2.2, DAX1 inh-2 -0.1, HGIII-sPLA2 inh -3.0, PLC-gamma1 inh -1.0 and ssDAF-12 act -0.8.
`CCCSc1nnc2nc3c(nn12)c1ccccc1n3C` gave DAX1 inh-1 0.3, hcDAF-12 act 2.4, hgDAF-12 ag -3.1, ADAM17 inh -3.2, FXN GAA850 act 0.5, ADAM10 inh -7.7, PLCb3 inh 1.5, DAX1 inh-2 -1.0, HGIII-sPLA2 inh 15.3, PLC-gamma1 inh 1.1 and ssDAF-12 act -0.4.
COc1ccccc1C(=O)c1c(C)c(CCC#N)n2ccccc12 was read as DAX1 inh-1 -0.6, hcDAF-12 act -0.9, hgDAF-12 ag -2.8, ADAM17 inh 3.3, FXN GAA850 act 1.5, ADAM10 inh -2.6, PLCb3 inh -7.4, DAX1 inh-2 0.3, HGIII-sPLA2 inh 0.9, PLC-gamma1 inh 1.7 and ssDAF-12 act -1.4.
Screening Cc1ccccc1NC(=O)Nc1ccccc1C(N)=O returned DAX1 inh-1 0.8, hcDAF-12 act -0.3, hgDAF-12 ag -1.2, ADAM17 inh -4.7, FXN GAA850 act 0.6, ADAM10 inh -26.6, PLCb3 inh -4.4, DAX1 inh-2 -0.3, HGIII-sPLA2 inh 1.7, PLC-gamma1 inh -4.3 and ssDAF-12 act -1.1.
`Cc1ccn2c(C=O)c(-c3ccc(F)cc3)c(C=O)c2c1` gave DAX1 inh-1 0.9, hcDAF-12 act -3.2, hgDAF-12 ag -2.5, ADAM17 inh -0.8, FXN GAA850 act -0.1, ADAM10 inh -2.9, PLCb3 inh -16.2, DAX1 inh-2 -2.2, HGIII-sPLA2 inh 0.7, PLC-gamma1 inh -5.0 and ssDAF-12 act -1.8.
C#CC(C)(CC)NC(=O)Cn1nnc(-c2cccc(C(F)(F)F)c2)n1 (centres undefined) was read as DAX1 inh-1 -0.5, hcDAF-12 act -1.9, hgDAF-12 ag -1.5, ADAM17 inh -1.7, FXN GAA850 act 0.4, ADAM10 inh 6.2, PLCb3 inh -0.8, DAX1 inh-2 0.1, HGIII-sPLA2 inh -8.2, PLC-gamma1 inh -3.1 and ssDAF-12 act -0.9.
Cc1noc(/C=C/N(C)C)c1S(=O)(=O)N1CCCC(C(=O)Nc2ccc(F)cc2F)C1 (centres undefined) was read as DAX1 inh-1 -0.2, hcDAF-12 act -0.1, hgDAF-12 ag 0.2, ADAM17 inh -0.6, FXN GAA850 act 0.0, ADAM10 inh 6.2, PLCb3 inh -11.0, DAX1 inh-2 -0.3, HGIII-sPLA2 inh -4.1, PLC-gamma1 inh -1.4 and ssDAF-12 act -0.4.
`Cc1ccc(N(C(=O)c2csnn2)C(C(=O)NC(C)(C)C)c2cccs2)cc1` (centres undefined) gave DAX1 inh-1 0.3, hcDAF-12 act -1.8, hgDAF-12 ag 0.0, ADAM17 inh 1.8, FXN GAA850 act -2.7, ADAM10 inh 6.5, PLCb3 inh 2.6, DAX1 inh-2 0.1, HGIII-sPLA2 inh 0.1, PLC-gamma1 inh 0.8 and ssDAF-12 act -1.6.
`O=C(c1cccs1)N1CCN(c2ncccn2)CC1` gave DAX1 inh-1 2.0, hcDAF-12 act -0.7, hgDAF-12 ag -2.3, ADAM17 inh -4.0, FXN GAA850 act 1.1, ADAM10 inh -0.6, PLCb3 inh -0.2, DAX1 inh-2 -0.5, HGIII-sPLA2 inh 2.2, PLC-gamma1 inh -1.6 and ssDAF-12 act -1.2.
Screening CSC1=NCCN1C(=O)c1ccco1 returned DAX1 inh-1 0.7, hcDAF-12 act 0.0, hgDAF-12 ag -1.3, ADAM17 inh -4.5, FXN GAA850 act 1.5, ADAM10 inh -11.9, PLCb3 inh -4.9, DAX1 inh-2 -0.1, HGIII-sPLA2 inh 6.2, PLC-gamma1 inh 1.3 and ssDAF-12 act -1.8.
Screening CCCCn1nnnc1C1(C)CCC(=O)N1Cc1cccs1 (centres undefined) returned hcDAF-12 act -1.1, hgDAF-12 ag 0.9, ADAM17 inh -1.0, ADAM10 inh 4.6, PLCb3 inh 2.2, DAX1 inh-2 -0.6, HGIII-sPLA2 inh 0.8, PLC-gamma1 inh -1.5 and ssDAF-12 act -1.1.
For CCCn1c(SCC(=O)c2cc(C)c(C)cc2C)n[nH]c1=O the results were DAX1 inh-1 -1.2, hcDAF-12 act -3.6, hgDAF-12 ag -0.9, ADAM17 inh -0.6, FXN GAA850 act 0.5, ADAM10 inh 5.0, PLCb3 inh 3.7, DAX1 inh-2 -0.5, HGIII-sPLA2 inh -19.8, PLC-gamma1 inh 3.7 and ssDAF-12 act -1.5.
For CCCOc1ccc(F)cc1-c1cc(C(=O)NCc2ccccc2)[nH]n1 the results were hcDAF-12 act -2.2, hgDAF-12 ag -2.2, ADAM17 inh 3.3, FXN GAA850 act 1.6, ADAM10 inh -1.7, PLCb3 inh -2.1, DAX1 inh-2 0.1, HGIII-sPLA2 inh -5.8, PLC-gamma1 inh -1.3 and ssDAF-12 act -1.6.
Screening Cc1nc(C(C)N(C)Cc2nc(-c3ccc4c(c3)OCO4)no2)c(C)s1 (centres undefined) returned DAX1 inh-1 0.0, hcDAF-12 act -0.5, hgDAF-12 ag 0.8, ADAM17 inh 2.7, FXN GAA850 act 2.9, ADAM10 inh 0.0, PLCb3 inh 2.5, DAX1 inh-2 1.2, HGIII-sPLA2 inh -1.8, PLC-gamma1 inh 2.6 and ssDAF-12 act -1.5.
Screening Cc1ccc(CN(C(=O)c2ccco2)C(C(=O)NC2CCCC2)c2cccnc2)cc1 (centres undefined) returned DAX1 inh-1 -0.2, hcDAF-12 act -2.9, hgDAF-12 ag -0.4, ADAM17 inh 1.0, FXN GAA850 act 0.8, ADAM10 inh 5.5, PLCb3 inh -1.3, DAX1 inh-2 0.6, HGIII-sPLA2 inh 0.3, PLC-gamma1 inh 0.9 and ssDAF-12 act -1.8.
Screening CC(C)C(NS(=O)(=O)c1cccc2nsnc12)C(=O)NC1CCCCC1 (centres undefined) returned DAX1 inh-1 0.1, hcDAF-12 act 1.0, hgDAF-12 ag 1.5, ADAM17 inh -1.7, FXN GAA850 act 0.4, ADAM10 inh -3.2, PLCb3 inh -4.3, DAX1 inh-2 0.2, HGIII-sPLA2 inh 4.4, PLC-gamma1 inh 0.3 and ssDAF-12 act -0.8.
